Tau fil binding – binders of human tau filaments; AID 596; Potency, µM (top dose mostly 57.1 µM), without a hit: top-dose activity change, negative = inhibition; 2% of 71,000 active; recombinant tau filaments, thioflavin S fluorescence, 15 h; filaments grown with octadecylsulfate alongside compound;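 also: potency is read from the fitted curve at half-maximal effect; % is scaled to controls: 0 for no effect and ±100 for the full control effect; actives lower thioflavin S fluorescence by blocking filaments or displacing dye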
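ThS-based fibril read: tau 1 uM final, inducer ODS 30 uM final, 37 C for 15 h, ex 450/em 510 nm.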
ALOX15 inhib – blocks human 15-lipoxygenase activity; P16050; purified 15hLO-1, xylenol orange hydroperoxide absorbance; Potency, µM (doses to about 57.1 µM), inactives show at the top dose activity change, negative = inhibition, most hits filed as inhibitors; 1.4% of 74,000 active; AID 887; also: potency is read from the fitted curve at half-maximal effect; % is scaled to controls: 0 for no effect and ±100 for the full control effect; nearly all actives have a fitted effect of over 55% in size
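Hydroperoxide formed from arachidonic acid (50 uM) by purified human 15hLO-1 (40 nM) oxidizes ferrous iron, and the ferric-xylenol orange complex is read at 573 versus 405 nm. Compounds were preincubated 15 min; reaction ran 6 min at room temperature.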
Hsp90 Hop PPI – changes Hsp90-Hop TPR2A binding signal, up or down. AlphaScreen TPR2A-His6 binding biotin-Hsp90 C-terminal peptide. Potency, µM (doses to about 57 µM), for the others: at the top dose activity change, negative = inhibition. 0.44% of 71,000 active. AID 595; active = well fitted curve in either direction with a large enough effect; inconclusive = small, poorly fitted or top-dose-only effect, or another doubt; also: potency is read from the fitted curve at half-maximal effect; % is scaled to controls: 0 for no effect and ±100 for the full control effect; many of its hits are not listed in these tables
UbGFP stabilizer – ubiquitin-GFP accumulation via proteasome inhibition. Ubiquitin-GFP reporter cells, proteasome inhibition, GFP fluorescence; response scale: untreated = 0%, 10 µM MG-132 = 100%. Potency, µM (titrated, usually from 45.9 µM), without a hit: at the top dose activation (GFP accumulation), hits mostly activators. 67,000 tested, under 10 active. AID 526; active = well fitted activation curve with a large enough effect, not every such curve was filed as active; inconclusive = small, poorly fitted or top-dose-only effect, or another doubt; inactive = no such curve, though single readings can be large or run the other way; also: potency is read from the fitted curve at half-maximal effect
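U2OS cells expressing ubiquitin(G76V)-GFP, seeded overnight in 0.5% FBS medium, then treated 4 hr at 37 C across 46 uM to 2.9 nM. GFP-positive cells counted by laser cytometry (488 ex/515 em); %activity scaled between basal and 10 uM MG-132.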
HADH2 inhib – inhibitors of human HADH2 dehydrogenase; recombinant HADH2, NADH fluorescence, beta-hydroxybutyryl-CoA; Q99714; AID 886; 3.4% of 73,000 active; Potency, µM (highest dose often 57.1 µM), for the others: at the top dose activity change, negative = inhibition, most hits filed as inhibitors; also: potency is read from the fitted curve at half-maximal effect; % is scaled to controls: 0 for no effect and ±100 for the full control effect; nearly all actives have a fitted effect of over 60% in size; many of its hits are not listed in these tables
Target sequence (Q99714 whole entry, looked up, one chain of several): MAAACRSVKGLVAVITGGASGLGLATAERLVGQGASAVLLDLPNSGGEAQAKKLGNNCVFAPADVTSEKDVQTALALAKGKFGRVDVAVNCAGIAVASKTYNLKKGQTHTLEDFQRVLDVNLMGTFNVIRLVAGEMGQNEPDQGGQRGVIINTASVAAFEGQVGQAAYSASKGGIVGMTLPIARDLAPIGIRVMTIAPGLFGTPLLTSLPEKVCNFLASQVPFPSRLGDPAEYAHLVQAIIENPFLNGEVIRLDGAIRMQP
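NADH fluorescence (ex 360/em 450 nm) read every 30 s for 4 min; activity taken as last-minus-first time point difference. Enzyme 20 nM, NAD+ 1 mM, beta-hydroxybutyryl-CoA 90 uM, pH 9.0 Tris buffer.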
HBB splice mod – alters splicing of the hemoglobin beta chain. HBB splicing reporter cell assay, activation; EGFP reporter with mutant IVS2-654 intron; response scale: normalised to 500 nM splice-correcting PNA. Potency, µM (doses to about 46.1 µM), for the others: top-dose activation, most hits filed as activators. 0.06% of 65,000 active. AID 925; also: potency is read from the fitted curve at half-maximal effect; 0% is about no effect
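Compounds were applied for 2 days to HeLa EGFP-654 cells, 500/well in Optimem with 2% FCS. The reporter's EGFP is disrupted by mis-splicing of beta-globin intron IVS2-654. Readout: summed well GFP fluorescence from 488 nm laser scanning; reference was 500 nM antisense […] 654 PNA.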
GFP derepression – epigenetic GFP locus derepression in mouse cells | mouse C127i GFP locus derepression, cytometry, 30 h | 0.09% of 68,000 active | Potency, µM (doses to about 46.1 µM), without a hit: top-dose GFP derepression (activation); also: % of control where 0% means no effect
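Derepression screen: silenced CMV-GFP reporter in murine C127i cells, 30 h compound incubation at 37 C, washed cells imaged by laser-scanning cytometer to enumerate GFP-expressing objects of 20 to 120 um.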
DNA Pol III inh – inhibitors of bacterial DNA polymerase III holoenzyme; 0.25% of 71,000 active; reconstituted DNA polymerase III holoenzyme replication, biochemical; Potency, µM (series often up to 57.1 µM), for the others: top-dose activity change, negative = inhibition; also: potency is read from the fitted curve at half-maximal effect; % is scaled to controls: 0 for no effect and ±100 for the full control effect
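Reconstituted *E. coli* holoenzyme (0.35 nM Pol III, 1 nM beta, 154 nM SSB, 2 nM primase) was preincubated with compound for 15 min at RT. Synthesis on 1.4 nM ssM13Gori ran 35 min, then was stopped with PicoGreen/EDTA and read as dsDNA fluorescence.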
FLuc inh – blocks Photinus pyralis firefly luciferase activity | AID 411 | purified firefly luciferase, luminescence, 8 min | Potency, µM (top dose mostly 57.1 µM), without a hit: at the top dose activity change, negative = inhibition, most hits filed as inhibitors | 2.2% of 72,000 active; also: potency is read from the fitted curve at half-maximal effect; % is scaled to controls: 0 for no effect and ±100 for the full control effect; nearly all actives have a fitted effect of over 40% in size
Target sequence (P08659 whole entry, looked up): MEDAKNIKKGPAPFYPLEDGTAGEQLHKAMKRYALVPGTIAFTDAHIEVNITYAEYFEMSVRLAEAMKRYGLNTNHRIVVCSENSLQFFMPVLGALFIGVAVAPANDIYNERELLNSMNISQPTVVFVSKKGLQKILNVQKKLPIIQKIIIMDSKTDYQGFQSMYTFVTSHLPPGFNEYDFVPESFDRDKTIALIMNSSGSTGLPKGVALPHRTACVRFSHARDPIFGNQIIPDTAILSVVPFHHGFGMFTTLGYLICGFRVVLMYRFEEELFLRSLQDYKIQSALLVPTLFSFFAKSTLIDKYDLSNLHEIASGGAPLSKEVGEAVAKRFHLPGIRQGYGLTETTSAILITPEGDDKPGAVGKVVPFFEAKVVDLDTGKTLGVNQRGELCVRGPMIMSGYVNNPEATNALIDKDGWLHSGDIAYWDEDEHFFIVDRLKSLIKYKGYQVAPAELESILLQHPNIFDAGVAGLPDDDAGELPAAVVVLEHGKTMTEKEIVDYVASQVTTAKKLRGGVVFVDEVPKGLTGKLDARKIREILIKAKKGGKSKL
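Substrate buffer containing 10 uM ATP (pH 7.2 imidazole, Mg2+, KCl, detergent, BSA) is dispensed, compound pinned in, then luciferase/luciferin detector mix added. After 8 min at ambient temperature, light output is measured.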
ERK AVP inh – blocks ERK signaling stimulated by vasopressin; HEK293-V1b, vasopressin-stimulated pERK AlphaScreen; 0.99% of 72,000 active; Potency, µM (highest dose often 57.5 µM), for the others: at the highest dose activity, negative = inhibition, actives largely listed as inhibitors; also: potency is read from the fitted curve at half-maximal effect; % is scaled to controls: 0 for no effect and ±100 for the full control effect; nearly all actives have a fitted effect of over 55% in size
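Overnight-seeded V1b-HEK293 cells in 1% FBS got compound, then vasopressin (25 nM final, 5 min, 37C), then lysis buffer. AlphaScreen detection of phospho-ERK; activity normalized to basal and full-stimulation controls.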
CRE Fsk mod – alters forskolin-stimulated CRE reporter signaling in CHO cells | CHO CRE-bla reporter (cAMP response element driving beta-lactamase), forskolin EC10, beta-lactamase ratio | Potency, µM (top dose mostly 38.2 µM), inactives show at the top dose activity change, negative = inhibition, most hits filed as activators | 2.5% of 71,000 active; active = well fitted activation curve with a large enough effect in the signal ratio, with a control signal flat, not every such curve was filed as active; inconclusive = small, poorly fitted or top-dose-only effect, or effect the other way, or a change in a side signal; the % refers to the signal ratio; also: potency is read from the fitted curve at half-maximal effect; % of control where 0% means no effect
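CRE-bla CHO reporter cells treated with compound titration plus EC10 NKH 477 (water-soluble forskolin), incubated 3 h at 37 °C; CCF4 loading 2 h at room temperature, 460/530 nm emission ratio read, AC50 values derived for positive or negative modulators.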
Numbers without * were called inactive; ? = inconclusive; · = not tested or not shown; [ ] = dose if it differs, or a comment. Unless noted, calls follow the shape of the dose curve; as a rule, active = well fitted curve in the direction sought with a large enough effect; inconclusive = small, poorly fitted or top-dose-only effect, or another doubt; inactive = no such curve, though single readings can be large; an effect the other way counts as inactive or inconclusive.

SMILES | Tau fil binding | ALOX15 inhib | Hsp90 Hop PPI | UbGFP stabilizer | HADH2 inhib | HBB splice mod | GFP derepression | DNA Pol III inh | FLuc inh | ERK AVP inh | CRE Fsk mod
COC(=O)[C@@H](NC(=O)NCc1cccs1)C(C)C | -4% | 16% | 1% | 0% | 7% | 4.8%[0.369 µM] | 2% | -2% | 3% | 2% | -10%
COc1ccc(F)cc1S(=O)(=O)N1CCCN(S(=O)(=O)c2cc(F)ccc2OC)CC1 | 1% | -4% | 2% | -4% | 11% | -0.1% | 2% | -2% | 1% | -7% | -17%
O=C(c1ccc(CNc2c(N3CCCC3)c(=O)c2=O)cc1)N1CCc2ccccc2C1 | 22% | -6% | -2% | 0% | -5% | 0.6% | 3% | -1% | 0% | -13% | -16%
CC1Oc2ccccc2N(Cc2ccccc2F)C1=O (centres undefined) | -6% | -5% | 12% | 0% | -12% | · | -1% | 1% | 0% | -18% | 5%
COc1ccc(NC(=O)Nc2ccc(OCC(=O)N3CCOCC3)cc2)cc1OC | 7%[11.4 µM] | -3%[11.4 µM] | -6%[11 µM] | -14%[9.17 µM] | -1%[11.4 µM] | -1.3%[0.0738 µM] | 0% | -5%[11.4 µM] | 13µM* | -23% | ?
CCCn1c(C)nc2c(NCC3CCCN3CC)nc(C)nc21 (centres undefined) | 18% | 6% | 1% | 2% | 11% | -0.2% | · | -2% | · | -5% | 6%
C[C@@H]1Oc2ccc(C(=O)C[C@@H](C(=O)O)c3ccc4c(c3)OCO4)cc2O1 | 2%[11.4 µM] | -1%[11.4 µM] | -1%[11 µM] | -2%[9.17 µM] | 1%[11.4 µM] | 3.8%[9.22 µM] | 14%[9.22 µM] | -10%[11.4 µM] | 5%[11.4 µM] | 0%[11.5 µM] | 17%[7.6 µM]
CCn1c(SCC(=O)OC2CCCCC2)nnc1-c1ccncc1 | -22% | -10% | 1% | 5% | 17% | · | -4% | 0% | 4% | -15% | 5%
COCCN(CC(=O)NCc1ccc(F)cc1)C(=O)CCC(=O)Nc1ccccn1 | 0% | 2% | -2% | 1% | -5% | 1.4%[57.5 µM] | 2% | -5% | 4% | 1% | 3%
O=C1NC(c2ccncc2)Nc2ccccc21 (centres undefined) | 4% | 1% | -1% | -4% | -7% | -0.8% | -1% | -6% | -32% | 1% | -3%
COCCNC(=O)CN1C(=O)CC(C)(C)S(=O)(=O)c2ccccc21 | -2% | 8% | ? | -3% | 10% | -0.1% | 2% | -2% | 2% | 41%[activator] | -1%
CCCCC(=O)NCCc1cc2c(C)ccc(C)c2[nH]c1=O | 2% | 3% | 0% | 0% | ? | -0.9% | · | -13% | 2% | · | 0%
Cn1c(Cn2c(=O)sc3ccccc32)nnc1SCC(=O)N1CCCc2ccccc21 | 8% | -10% | -2%[2.3 µM] | 7% | -21% | -0.4% | · | 4% | 0% | -5% | 0%
COc1ccc(C(C)(C)C)cc1S(=O)(=O)N1CCN(C)CC1 | -9% | 27% | -3% | 1% | 6% | -1.0% | 0% | 2% | 0% | -4% | -5%
CC(C)=CCC/C(C)=C/CO/N=C1/C[C@@H](O)[C@@H](O)[C@@H]2[C@@H]3C(=O)N(Cc4ccc5c(c4)OCO5)C(=O)[C@H]3CC[C@H]12 | · | -20%[11.4 µM] | · | · | 5%[11.4 µM] | 1.4%[9.22 µM] | · | · | 0%[11.4 µM] | -4%[11.5 µM] | ·
CCCCC(=O)OCC(=O)Nc1ccc(OC(F)F)cc1 | 0% | -3% | 3% | -1% | -14% | -0.1%[57.5 µM] | 0% | -3% | -1% | -3% | 1%
Cc1sc2nc(SCC(=O)c3cccs3)n(Cc3ccco3)c(=O)c2c1C | 64% | -3% | -1% | -1% | 20% | -1.6% | 4% | -7% | 2% | ? | 17%
COc1ccc(-n2nnnc2SCC(=O)Nc2cccc(NC(C)=O)c2)cc1OC | -7% | 5% | 1% | 4% | -11% | -0.2%[57.5 µM] | 5% | 3% | 0% | 1% | ?
CCO[P@]1(=O)OC[C@@H]2O[C@H](n3cnc4c(N)ncnc43)[C@H](O)[C@@H]2O1 | -1%[11.4 µM] | 2%[11.4 µM] | -4%[11 µM] | 3%[9.17 µM] | 0%[11.4 µM] | 0.4%[9.22 µM] | 6%[9.22 µM] | -11%[11.4 µM] | 1%[11.4 µM] | -17%[11.5 µM] | 7%[7.6 µM]
COCCn1c(=O)c(-c2cccs2)nc2cnc(OCc3ccccc3)nc21 | 80% | 6% | -2% | 13% | 17% | 2.6% | 0%[9.22 µM] | -7% | -2%[11.4 µM] | -2% | 2.5µM*
CCN(CC)CCCN1C(=O)C(=O)/C(=C(/O)c2cc(C)ccc2C)C1c1cccnc1 (centres undefined) | -13% | 9% | 0% | 7% | 10% | · | 1% | -4% | 3% | -9% | 3%
Cc1cccc(-c2noc(-c3ccccc3C(=O)NCC3CCCO3)n2)c1 (centres undefined) | -10% | 3% | 4% | 7% | 3% | 1.8%[1.84 µM] | 3% | 7% | 16µM* | -11% | ?
CSc1ccc(Cl)c(C(=O)OCC(=O)N2CCOCC2)c1 | 8% | 2% | -1% | 1% | 2% | -0.2%[57.5 µM] | -1% | 5% | -1% | 5% | 7%
CC(=O)N1C=CN(C(C)=O)C(c2cn(C)c3ccccc23)C1c1cn(C)c2ccccc12 (centres undefined) | 0%[11.4 µM] | -8%[11.4 µM] | -28%[11 µM] | -7%[9.17 µM] | -9%[11.4 µM] | -1.9%[0.0738 µM] | -6% | 7%[11.4 µM] | 0% | 17% | ?
CCOC(=O)c1cc(C(O)(C(F)(F)F)C(F)(F)F)c(/N=C/N(C)C)o1 | -11% | -14% | -1% | -2% | 4% | 0.3%[57.5 µM] | 0% | -4% | 8% | -14% | 9%
CCN(Cc1cc2ccccc2[nH]c1=O)C(=O)C(C)C | 3% | 1% | -4% | -4% | 1% | -0.7% | 0% | -5% | 5% | 12% | 2%
O=C(O)C1CC(=O)N(Cc2ccc(F)cc2)C1 (centres undefined) | 0% | -3% | -6% | -3% | -2% | -1.7% | 2% | -8% | 8% | 11% | -13%
CCOC(=O)C1CCN(CC(=O)Nc2c(C(=O)OC)[nH]c3cccc(Cl)c23)CC1 | -13% | -30% | -4% | 4% | 6% | -2.1% | 6% | 0% | 4% | 23% | ?
Cc1c(N=C2SCC(=O)N2c2c(C)n(C)n(-c3ccccc3)c2=O)c(=O)n(-c2ccccc2)n1C | 2% | 6% | -5% | 2% | -9% | -1.4% | 0% | 0% | 0% | 9% | -5%
Cn1c(=O)c2c(nc(CN3CCN(c4ccccc4F)CC3)n2CCN2CCOCC2)n(C)c1=O | -3% | -12% | -7% | -2% | 2% | 0.8%[0.369 µM] | 0% | -3% | 0% | -9% | ?
O=C(COC(=O)CCS(=O)(=O)c1ccc(Cl)cc1)Nc1ncc(Cl)cc1Cl | -8% | -13% | 1% | -4% | 21% | 5.6%[1.84 µM] | 0% | 3% | 1% | 6% | 8%
Cc1[nH]c2ccccc2c1C(=O)CN1CCCCC1CCO (centres undefined) | -9% | ? | 0% | -1% | 7% | -0.5%[57.5 µM] | -3% | 2% | 2% | 1% | -4%
O=C(O)CC(C(=O)NCc1ccccc1)C1CCCO1 (centres undefined) | 5% | 4% | -2% | 2% | 0% | -4.6%[0.369 µM] | 2% | -2% | 5% | 2% | 3%
NCCC[C@@H](CC(=O)N[C@@H]1CCNC[C@H]1C(=O)N[C@H](CC(=O)N[C@@H](CCC(=O)O)CC(=O)O)Cc1c[nH]c2ccccc12)NC(=O)C[C@H](Cc1c[nH]c2ccccc12)NC(=O)[C@@H]1CCCC[C@H]1N | -10% | · | -14% | · | 13% | -0.8% | · | -6% | · | · | -7%
COc1ccccc1-c1ccc2ncnc(N3CCNCC3)c2c1 | 1% | 4% | 0% | -3% | 5% | -1.5% | -3%[9.22 µM] | -11% | 0%[2.29 µM] | 3% | ?

High-throughput results: PubChem BioAssay, National Center for Advancing Translational Sciences (NCATS)

A portion of the library. The share of hits here may be higher or lower than overall.
